Assay outcomes from PubChem BioAssay.
TLR4 MyD88 blk – inhibitors of human TLR4-MyD88 binding. inhibition, % at 10 µM. Toll-like receptor 4 (Homo sapiens), O00206. Cell-based TLR4-MyD88 binding inhibition assay. 16,000 compounds, 0.06% hits; in the data active = inhibition above about 45%
S1P1 ag – activates the human S1P1 receptor. 16,000 compounds, 1.5% hits. S1P1 agonist cell-based reporter assay. Sphingosine 1-phosphate receptor 1 (Homo sapiens), P21453. activation, % at 4.5 µM; in the data active = activation above about 80%
NOTCH ag – agonists of NOTCH signaling; NOTCH signaling luciferase reporter cells, luminescence; activation, % at 2.5 µM; 15,000 compounds, 0.4% hits; in the data active = activation above about 2.2%
KOR antag MB – antagonists of human kappa opioid receptor OPRK1, Maybridge library | inhibition, % at 9 µM | Kappa-type opioid receptor (Homo sapiens), P41145 | OPRK1 cells, antagonist mode, fluorescence readout | AID 652031, 2013 | 16,000 compounds, 0.4% hits; in the data active = inhibition above about 50%
luminol inh ctr – counter-screen for Nox1 inhibitors: inhibitors of luminol chemiluminescence | HRP/luminol/H2O2 chemiluminescence counterscreen | inhibition, % at 6.7 µM | 16,000 compounds, 0.4% hits; also: reference of the scale not given here
rat GALR2 ag – agonists of rat galanin receptor 2 (GALR2); Galanin receptor type 2 (Rattus norvegicus), O08726; cell-based GALR2 agonist screen; activation, % at 10 µM; 16,000 compounds, 0.5% hits; AID 833, 2007; in the data active = activation above about 15%
Target sequence (O08726 whole entry, looked up): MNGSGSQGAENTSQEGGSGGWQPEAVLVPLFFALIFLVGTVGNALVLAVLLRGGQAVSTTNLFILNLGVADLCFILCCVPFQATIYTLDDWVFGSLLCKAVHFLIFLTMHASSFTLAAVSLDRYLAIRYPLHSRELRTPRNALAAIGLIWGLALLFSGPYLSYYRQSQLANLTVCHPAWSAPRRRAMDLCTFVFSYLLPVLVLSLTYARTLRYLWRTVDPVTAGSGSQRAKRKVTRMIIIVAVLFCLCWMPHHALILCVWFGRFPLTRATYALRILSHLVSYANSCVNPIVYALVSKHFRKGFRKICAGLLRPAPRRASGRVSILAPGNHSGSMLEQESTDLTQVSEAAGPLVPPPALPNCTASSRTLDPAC
Nox1 inh – inhibitors of human NADPH oxidase 1 (Nox1) | AID 1792, 2009 | HT29 cells, luminol chemiluminescence ROS | inhibition, % at 6.7 µM | Q9Y5S8 | 16,000 compounds, 0.81% hits
PME-1 Maybr inh – inhibitors of human PME-1 in Maybridge library; AID 2291, 2010; Protein phosphatase methylesterase 1 (Homo sapiens), Q9Y570; 16,000 compounds, 0.5% hits; recombinant PME-1, FP-Rh probe fluorescence polarization; inhibition, % at 9 µM; in the data active = inhibition above about 30%
Target sequence (Q9Y570 whole entry, looked up): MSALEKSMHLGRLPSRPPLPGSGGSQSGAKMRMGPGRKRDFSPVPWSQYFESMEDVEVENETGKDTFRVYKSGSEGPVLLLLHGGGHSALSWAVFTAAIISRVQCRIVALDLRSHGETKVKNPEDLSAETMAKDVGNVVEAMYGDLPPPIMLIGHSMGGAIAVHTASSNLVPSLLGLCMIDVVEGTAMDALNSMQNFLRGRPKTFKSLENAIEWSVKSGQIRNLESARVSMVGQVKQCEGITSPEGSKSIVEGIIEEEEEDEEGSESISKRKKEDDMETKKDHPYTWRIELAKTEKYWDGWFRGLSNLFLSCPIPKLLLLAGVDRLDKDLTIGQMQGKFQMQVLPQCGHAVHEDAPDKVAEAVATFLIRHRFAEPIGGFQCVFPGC
The depositor's hits bear a star; nt = no result given. Rule as the data show it, unless noted: active = inhibition above about 75%; inactive = the rest.

mol | KOR antag MB | NOTCH ag | S1P1 ag | Nox1 inh | rat GALR2 ag | luminol inh ctr | PME-1 Maybr inh | TLR4 MyD88 blk
N#C/C(=N\Nc1ccc(F)cc1)C(=O)NCC1CCCO1 (stereo not given) | -4.5 | -0.4 | 9.2 | -18.2 | 1.7 | -1.9 | 0.5 | -3.1
Cc1[nH]c(C)c2c(=O)n(Cc3ccccc3Cl)ncc12 | 5.2 | -0.7 | 3.8 | -36.7 | -4.0 | 0.1 | -0.7 | -0.1
COCOc1ccc(C(=O)CC(=O)c2ccccc2O)cc1 | 11.3 | 0.4 | 66.9 | -4.0 | -7.0 | 11.8 | -2.1 | -7.5
CCOC(=O)N/N=C(/C(=O)OCC)C(F)(F)F | 0.7 | -0.7 | 6.3 | -72.0 | -0.2 | 3.5 | -1.7 | 17.7
C=CCN1C(=O)CN2c3ccccc3C(C)(C)C12C (stereo not given) | -11.7 | nt | 2.3 | -28.2 | -7.3 | 4.2 | -84.3 | -11.8
O=C(O)/C=C/C(=O)NCCNc1ncc(C(F)(F)F)cc1Cl | 18.4 | -0.1 | 5.1 | 16.7 | -4.8 | -6.6 | 7.5 | 3.9
O=C(Oc1cccc2c1CCC2=O)c1ccccc1 | 18.8 | nt | 0.2 | -65.0 | -8.2 | 2.4 | -1.6 | 1.2
CCOc1c(NCc2ccccc2)c(=O)c1=O | 18.2 | 1.1 | 6.4 | 21.4 | -5.5 | -6.2 | 6.9 | 1.1
COc1cc(CC/C(C)=N/O)ccc1O | 15.2 | 0.5 | -6.7 | 26.8 | -3.3 | 2.6 | 3.2 | -4.8
O=c1cc(C(F)(F)F)[nH]c2n[nH]c(-c3cccs3)c12 | -1.8 | -0.5 | -10.9 | -4.5 | -1.7 | 3.9 | -11.8 | -5.0
S=c1[nH]nc(NC2CCCCC2)s1 | -7.0 | 0.1 | 7.4 | 57.5 | -1.7 | 8.0 | -3.0 | 2.5
O=C(Cc1cccs1)Nc1cc(C(F)(F)F)ccc1OCC(F)(F)F | -1.7 | -0.5 | -24.3 | -40.0 | -4.5 | 1.0 | 2.2 | 3.1
Cc1nn(C)c(C)c1NS(=O)(=O)c1cc(Cl)sc1Cl | 6.5 | -0.3 | 6.6 | -46.1 | -6.7 | 2.1 | -1.6 | 7.8
Cc1cnc2c(c1)C(=O)CCC2 | 0.8 | 0.1 | -13.0 | 15.2 | -4.4 | -1.3 | 0.5 | -5.7
O=C(Nc1ccc(F)cc1OC(F)(F)F)N1CCC(O)CC1 | -18.0 | -0.7 | -2.8 | 21.1 | -8.8 | -1.8 | -2.9 | -27.0
O=[N+]([O-])c1cccc(-c2noc(C(F)(F)F)n2)c1 | 13.4 | -0.3 | -10.1 | -25.0 | -4.3 | -0.7 | 0.5 | nt
OC(c1ccccc1)C1CCCCC1 (stereo not given) | -8.0 | -0.1 | -8.0 | 10.2 | -4.3 | -5.9 | 5.0 | -10.1
O=C1/C(=C\c2cccc([N+](=O)[O-])c2)SC(=S)N1c1ccc(F)c(F)c1 | 2.7 | -0.1 | -1.2 | -12.2 | -8.0 | 1.6 | 9.6 | -2.8
COc1cccc(C2CN=NC23Cc2ccccc2C3=O)c1 (stereo not given) | 6.0 | -0.2 | 5.0 | -27.8 | -3.7 | -1.1 | 1.0 | -1.8
Clc1ccc(-c2cc3nnc(-c4ccccc4)nc3s2)cc1 | -15.5 | -0.8 | 21.9 | -33.7 | -2.6 | 1.7 | 2.3 | 4.0

2 of these compounds in another layout:
Fields: KOR antag MB | NOTCH ag | S1P1 ag | Nox1 inh | rat GALR2 ag | luminol inh ctr | PME-1 Maybr inh | TLR4 MyD88 blk
> O=C(Nc1ccc(F)cc1OC(F)(F)F)N1CCC(O)CC1
→ -18.0 | -0.7 | -2.8 | 21.1 | -8.8 | -1.8 | -2.9 | -27.0
> O=[N+]([O-])c1cccc(-c2noc(C(F)(F)F)n2)c1
→ 13.4 | -0.3 | -10.1 | -25.0 | -4.3 | -0.7 | 0.5 | nt

Carrying on.
mol | KOR antag MB | NOTCH ag | S1P1 ag | Nox1 inh | rat GALR2 ag | luminol inh ctr | PME-1 Maybr inh | TLR4 MyD88 blk
NNC(=S)NCc1cccs1 | -0.1 | 0.0 | 9.7 | -9.2 | -3.4 | 5.6 | -3.3 | 7.3
CSc1nsc(SC)c1NC(=O)N(C)C | 10.5 | -0.4 | -6.2 | 2.4 | -5.9 | 0.8 | 2.8 | -2.1
Cc1nn(-c2ccccc2)nc1C(=O)N1CCC(O)(c2ccc(Cl)cc2)CC1 | 25.8 | -0.7 | -12.2 | -15.1 | -5.2 | -1.3 | 6.4 | -17.1
O=S(=O)(c1ccc(Cl)cc1)N1CCN(c2ccnc3cc(Cl)ccc23)CC1 | -0.1 | nt | 70.9 | 29.0 | -8.8 | -6.8 | 2.1 | -7.5
Cc1nnsc1-c1nnc(C2CCCCC2)o1 | -10.0 | 3.8* | -1.7 | -36.8 | -6.2 | -10.2 | 5.2 | -18.8
O=C(Nn1c(=S)[nH]c2ccccc2c1=O)c1cccnc1 | -7.5 | -0.7 | -10.4 | 0.0 | -6.0 | 36.8 | 7.2 | -4.5
COc1ccc(Nc2ccc([N+](=O)[O-])c(Nc3ccc(OC)cc3)n2)cc1 | -6.1 | -0.5 | 1.0 | -9.4 | -5.5 | 8.4 | 18.9 | -1.6
CC(C)(C)SCCSCCS(=O)(=O)CCSCCSC(C)(C)C | 4.7 | 0.2 | -0.5 | -15.8 | 5.8 | -4.9 | 4.1 | -1.8
COc1ccc(S(=O)(=O)N2CCN(c3ccc(C(F)(F)F)cc3[N+](=O)[O-])CC2)cc1OC | -30.8 | -0.7 | 51.3 | 43.6 | 79.7* | -2.4 | 5.1 | -1.8
O=S(=O)(Nc1ccc2ccccc2n1)c1cccs1 | 17.3 | -0.3 | 1.3 | -16.2 | -7.9 | -1.1 | 0.1 | -3.4
O=C(/C=C/C(=O)Nc1ccccc1C(F)(F)F)Nc1ccccc1C(F)(F)F | 7.0 | -0.2 | -8.2 | 18.5 | -7.1 | -3.1 | 4.2 | nt
CC(=O)Oc1c(-c2ccccc2)sc2ccccc12 | -0.8 | -4.4 | 3.8 | 3.0 | -6.8 | -2.3 | 25.3 | 1.3
COc1ccc(-c2ccnc(SCC(=O)NC3Cc4ccccc4C3)n2)cc1 | -8.3 | -0.2 | -4.9 | -77.2 | -4.5 | -1.6 | 5.2 | -1.9
Nc1ncnc(Nc2ccc(F)c(Cl)c2)n1 | -17.8 | 0.5 | -14.4 | 12.9 | -4.2 | -5.7 | 5.0 | -6.2
CN(C)CC#Cc1cccc(/C=N/O)c1 | 10.4 | -0.7 | -7.7 | -36.0 | -6.7 | -10.2 | -2.0 | 2.8
Cc1nc(N)nc(N(C)C)n1 | 0.6 | -0.2 | -5.5 | 7.9 | -6.7 | -4.1 | 5.0 | 1.1
COc1ccc(C(C)=O)cc1COc1cc(C)nc2ccc(Cl)cc12 | -0.8 | -0.4 | -12.6 | 8.1 | -5.9 | -5.2 | 2.1 | 2.3
CC(C)(C)OC(=O)N1CCN(S(=O)(=O)c2ccc(Cl)cc2)CC1 | -1.9 | -0.3 | -5.9 | -34.8 | -7.3 | -0.5 | 4.8 | nt
Cc1nc2c(=O)n(-c3cc(C(F)(F)F)ccc3Cl)nc(C)c2s1 | 11.5 | 0.1 | -3.4 | -15.7 | -4.0 | -3.6 | 7.0 | 0.2
Cc1onc(-c2c(F)cccc2Cl)c1C(=O)N=C(N)N1CCCC1 | -9.5 | 0.0 | 0.1 | 22.5 | -3.2 | -3.1 | 1.7 | -1.7
O=C1C(c2ccncc2)=C(O)c2ccccc21 | 19.7 | -0.4 | 29.1 | -28.0 | -8.2 | 5.5 | -1.0 | -1.9
CC1(C)c2ccccc2-n2c1cc1oc(=O)cc(O)c1c2=O | -6.5 | -0.1 | 7.9 | -34.0 | -5.6 | 4.6 | -7.2 | -3.5
N/C(=N\OC(=O)Nc1ccccc1)c1ccc(Oc2c(Cl)cncc2Cl)cc1 | -11.2 | -0.9 | 13.7 | -23.9 | -6.5 | -13.4 | 4.7 | -3.2
Cc1c([N+](=O)[O-])c(C/C=N/O)nn1C | 16.7 | -0.1 | -1.9 | -55.6 | -6.2 | 2.8 | 0.4 | 1.1
COc1ccc(Oc2cccc(Cl)c2CNC(=O)c2ccccc2C(=O)O)cc1 | 5.4 | -0.8 | 1.0 | -1.5 | -4.4 | -4.6 | 5.4 | 3.5
CCOC(=O)N/N=C/c1cccs1 | -0.3 | -0.4 | 7.6 | -19.3 | -7.5 | 3.6 | -5.0 | -4.3
COc1cc(O)c2c(=O)cc(-c3ccccc3)oc2c1 | 11.1 | 0.6 | -29.4 | 0.6 | -6.7 | 3.6 | -2.7 | -7.0
N/C(CC(=O)N1CCCC1)=N\O | 13.0 | 0.4 | -8.2 | 18.1 | -4.0 | -1.1 | 1.3 | -6.1
N#C/C(=N\Nc1ccccc1Cl)S(=O)(=O)c1ccc(Cl)cc1 | 20.9 | 0.5 | 111.5* | -39.5 | -12.3 | 4.0 | 16.0 | -29.3
Cn1cnc([N+](=O)[O-])c1N1CCOCC1 | 6.2 | -0.8 | -0.6 | -13.4 | -5.6 | -0.3 | -2.1 | -0.5
O=C(Nc1ccccc1Oc1ccccc1)c1ccccc1Cl | -8.8 | 0.9 | -18.6 | -59.5 | -9.1 | 3.3 | 1.9 | 7.0
Cn1c(SCC(=O)NN2CC(=O)N(c3cccc(Cl)c3)CC2=O)nnc1-c1ccncc1 | 3.4 | 0.0 | 8.6 | -63.0 | -4.5 | 3.9 | 0.0 | 5.0
O=S(=O)(NC1Cc2ccccc2C1)c1ccc(Cl)s1 | -12.0 | -0.2 | 1.7 | -15.8 | -2.5 | -1.6 | 5.2 | 3.9
Cc1nn(-c2cc(Cl)ccc2Cl)c(N)c1C(N)=S | 4.5 | -0.1 | 12.1 | 8.9 | -7.2 | -2.1 | 5.9 | 4.6
COC(=O)Cc1c(C)nc(SCC(=O)Nc2ccccc2)[nH]c1=O | 5.1 | 0.2 | -0.7 | 8.7 | -5.0 | -3.9 | 5.2 | -15.3
CCOC(=O)c1c(-c2ccc(F)cc2)csc1N | -25.7 | nt | 5.6 | -66.8 | -8.6 | 15.4 | 0.2 | 10.2
Clc1ccccc1-c1nc(-c2ccc3nonc3c2)no1 | 27.9 | -0.4 | 50.7 | -17.4 | 5.5 | -5.9 | -0.2 | 7.5
Cc1nnsc1C(=O)Oc1ccc(-c2n[nH]nc2C#N)cc1 | -9.2 | 0.1 | -13.5 | -14.3 | -4.2 | 5.2 | -0.3 | -3.3
Cc1oc(C(C)(C)C)cc1C(=O)Nc1ccc(N2CCOCC2)c(Cl)c1 | -4.0 | 0.1 | 43.5 | 17.4 | -9.2 | -4.7 | 0.3 | -10.5
CC1CC(=O)c2cc(Cl)ccc2S1(=O)=O (stereo not given) | 19.9 | -0.3 | 3.9 | 24.6 | -5.3 | -5.9 | 6.5 | 5.2

NOTCH ag: hit marks shown above
SMILES | KOR antag MB | NOTCH ag | S1P1 ag | Nox1 inh | rat GALR2 ag | PME-1 Maybr inh | TLR4 MyD88 blk
Cc1nnsc1-c1nnc(C2CCCCC2)o1 | -10.0 | 3.8* | -1.7 | -36.8 | -6.2 | 5.2 | -18.8

Three neighbouring compounds already listed, quoted:
mol | KOR antag MB | NOTCH ag | S1P1 ag | Nox1 inh | rat GALR2 ag | luminol inh ctr | PME-1 Maybr inh | TLR4 MyD88 blk
Cc1nnsc1C(=O)Oc1ccc(-c2n[nH]nc2C#N)cc1 | -9.2 | 0.1 | -13.5 | -14.3 | -4.2 | 5.2 | -0.3 | -3.3
Cc1oc(C(C)(C)C)cc1C(=O)Nc1ccc(N2CCOCC2)c(Cl)c1 | -4.0 | 0.1 | 43.5 | 17.4 | -9.2 | -4.7 | 0.3 | -10.5
CC1CC(=O)c2cc(Cl)ccc2S1(=O)=O (stereo not given) | 19.9 | -0.3 | 3.9 | 24.6 | -5.3 | -5.9 | 6.5 | 5.2

Next part
mol | KOR antag MB | NOTCH ag | S1P1 ag | Nox1 inh | rat GALR2 ag | luminol inh ctr | PME-1 Maybr inh | TLR4 MyD88 blk
Clc1ccccc1/C=N/Nc1ncc(-c2ccc3c(c2)OCCCO3)s1 | -14.9 | -0.4 | -11.6 | -25.9 | -5.9 | 6.7 | -10.4 | -4.2
COc1ccc(CCNS(=O)(=O)c2ccc(Cl)cc2)cc1OC | -17.9 | -0.2 | -7.5 | 12.4 | -7.0 | -3.2 | 3.7 | 0.9
Cc1ccc(S(=O)(=O)/N=S(/c2ccccc2)C(C)C)cc1 (stereo not given) | -10.3 | -0.6 | 3.8 | 14.6 | -0.5 | -0.1 | -1.0 | -7.2
CSc1noc(-c2ccc(Cl)cc2)c1C(=O)NC(=O)Nc1ccccc1Cl | -10.0 | -0.2 | -47.4 | -56.2 | 3.6 | 0.7 | -10.4 | 7.4
